# Source: PubChem (several laboratories)
# Tb MetRS inh – T. brucei MetRS inhibitors, primary screen, biochemical, luminescence. methionyl-tRNA synthetase (Trypanosoma brucei brucei). purified T. brucei MetRS, ATP depletion, Kinase-Glo luminescence. inhibition, % at 11.9 µM. actives 0.4% (n = 360,000). AID 624268, 2012;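 active means inhibition above a per-plate cutoff of the control wells' mean inhibition plus 3 SD, cut at about 5.5% in these data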;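 further: 0% = DMSO wells median and 100% = median of wells with control inhibitor compound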
#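 System: purified T. brucei MetRS enzyme / Detection: Kinase-Glo luciferase luminescence reporting remaining unconsumed ATP / Medium: HEPES buffer with MgCl2, KCl, DTT, spermine, BSA, pyrophosphatase / Replication: singlicate, one well per compound / Evaluation: percent inhibition relative to median high and low control wells / Schedule: 2 h aminoacylation at 25 °C after 15 min preincubation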
# MT1-MMP act inh – blockers of MT1-MMP proenzyme processing, primary screen, HT1080 RFP-PRO-GFP cells, GFP/RFP fluorescence. GFP/RFP ratio fluorescence, overnight; percent of plate control window, DMSO zero. GFP/RFP ratio change, % at 20 µM. actives 0.061% (n = 360,000). Matrix metalloproteinase-14 (Homo sapiens), P50281;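 active means GFP/RFP ratio change of at least 30% with cell ATP level not reduced by more than half and red fluorescence within 50% of control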; further: strong numbers were not always called active
#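 Test system: HT1080 RFP-PRO-GFP cells; Benchmarks: DMSO and RFP-L50D-GFP cell wells; Timing: cells overnight before dosing, compound overnight, 37 °C, 5% CO2; Compound: one 20 µM compound dose with 1% DMSO; Read-out: GFP/RFP fluorescence ratio.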
# MLLE-PAM2 inh – inhibitors of PABP1 MLLE–PAM2 peptide binding, primary screen, biochemical, fluorescence polarization, FITC-PAM2, GST-MLLE; actives 0.36% (n = 360,000); inhibition, % at 20 µM; Polyadenylate-binding protein 1 (Homo sapiens), P11940; AID 588489, 2011; in the data active means inhibition above about 35%, passing the limit was not always enough;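 further: plate controls were DMSO wells with GST-MLLE for no effect and wells lacking GST-MLLE protein for full effect; some results filed as inactive read as strong as hits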
# Target sequence (P11940 whole entry, looked up): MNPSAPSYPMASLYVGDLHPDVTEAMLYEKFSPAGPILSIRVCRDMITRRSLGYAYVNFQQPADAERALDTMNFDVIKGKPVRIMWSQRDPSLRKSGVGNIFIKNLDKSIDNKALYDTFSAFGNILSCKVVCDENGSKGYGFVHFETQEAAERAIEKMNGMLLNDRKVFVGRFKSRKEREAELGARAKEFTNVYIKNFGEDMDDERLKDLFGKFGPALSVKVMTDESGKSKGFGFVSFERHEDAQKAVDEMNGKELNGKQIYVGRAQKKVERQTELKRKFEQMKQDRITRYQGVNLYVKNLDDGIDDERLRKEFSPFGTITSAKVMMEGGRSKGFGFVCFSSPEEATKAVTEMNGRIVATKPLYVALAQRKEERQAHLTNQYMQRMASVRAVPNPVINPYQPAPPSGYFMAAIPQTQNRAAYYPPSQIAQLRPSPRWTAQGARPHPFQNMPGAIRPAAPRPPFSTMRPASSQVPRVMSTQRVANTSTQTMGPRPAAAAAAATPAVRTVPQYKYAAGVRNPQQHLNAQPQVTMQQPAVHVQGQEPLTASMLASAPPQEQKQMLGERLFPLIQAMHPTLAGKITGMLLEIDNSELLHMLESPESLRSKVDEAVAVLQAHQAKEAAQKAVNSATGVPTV
# MsrA inh – bovine MsrA enzyme inhibitors, primary screen, biochemical, absorbance, HTS. purified bovine MsrA, absorbance read-out. inhibition, % at 15.5 µM. actives 0.75% (n = 360,000); in the data active means inhibition above about 4.5%;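 further: 0% = vehicle wells with enzyme and 100% = reference inhibitor wells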
# CendR NRP1 mod – modulators of CendR peptide binding to NRP-1, primary screen, biochemical, fluorescence polarization, uHTS. Neuropilin-1 (Homo sapiens), O14786. FAM-RPARPAR peptide binding to NRP-1. inhibition, % at 25 µM. actives 0.85% (n = 360,000). AID 602438, 2012;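 active means inhibition or corrected inhibition above about 18%, plus a signal ratio from 0.5 to 1.5, limit read from the data, passing the limit was not always enough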; further: strong numbers were not always called active
# E coli Lon inh – inhibitors of E. coli Lon protease, primary screen, biochemical, fluorescence polarization; P0A9M0; purified E. coli Lon protease; inhibition, % at 7.94 µM; actives 0.42% (n = 360,000); AID 602123, 2011; in the data active means inhibition above about 13%, passing the limit was not always enough;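 further: 0% = enzyme with probe and DMSO and 100% = no enzyme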
# bovine MsrA act – bovine MsrA enzyme activators, primary screen, biochemical, absorbance, HTS; Methionine sulfoxide reductase A (Bos taurus); purified bovine MsrA, absorbance read-out; activation, % at 10.6 µM; actives 0.3% (n = 360,000); AID 602163, 2012; in the data active means activation above about 7.5%;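 further: 0% = vehicle and 100% = reference activator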
# FAS-TE inh – FAS thioesterase domain inhibitors, primary screen, biochemical, fluorescence intensity, uHTS | AID 602261, 2012 | actives 0.67% (n = 360,000) | inhibition, % at 15 µM | recombinant FAS-TE, OMFH fluorogenic substrate, fluorescence endpoint;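 active means compounds whose normalised, plate-corrected inhibition of enzyme fluorescence in the single-dose primary screen is 50% or more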;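 further: 0% = DMSO with enzyme and 100% = substrate without enzyme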
# SKN-1 inh – suppressors of acrylamide-induced Pgst-4::GFP reporter in worms, primary screen, SKN-1 inhibitor project, whole organism, uHTS, GFP/RFP fluorescence ratio, strain VP596. C. elegans VP596 Pgst-4::GFP/RFP ratio, 24 h. inhibition, % at 21.8 µM. actives 0.49% (n = 360,000). AID 624304, 2012;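 active means interference check ratio from 0.5 to 1.5 plus GFP to RFP signal ratio inhibition reaching or exceeding a fixed threshold, cut at about 30% in these data, passing the limit was not always enough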; further: some compounds called inactive have numbers as strong as hits
# Active calls of the source: *; x = not tested or not shown.
SMILES,Tb MetRS inh,MT1-MMP act inh,MLLE-PAM2 inh,MsrA inh,CendR NRP1 mod,E coli Lon inh,bovine MsrA act,FAS-TE inh,SKN-1 inh
CC(=O)c1ccc(Oc2ccc(C(=O)c3ccc(C)c(C)c3)cc2[N+](=O)[O-])cc1,-0.1,-5,1,-0.7,-5,2,-3,22,9
C/C(CC(O)c1ccc2ccccc2n1)=N/O (stereo unspecified),-0.3,-4,-11,0.4,0,1,4,-11,7
CCOCCCNS(=O)(=O)c1ccccc1,0.0,5,10,-1.8,-3,4,-3,-6,0
Cc1nn(CC(N)=O)c(=O)c2ccccc12,0.1,5,15,0.5,7,-5,0,-7,16
COc1ccccc1C(=O)Nc1c(C(=O)N(CCN(C)C)Cc2ccco2)oc2ccccc12,0.0,-3,-1,1.0,-3,6,1,8,-10
COc1cc(OC)c(N(C)S(=O)(=O)c2cccc(C(=O)Nc3nnc(C4CC4)s3)c2)cc1Cl,0.2,1,-13,0.8,0,-3,-2,7,-1
C/C=C/C(=O)OCC(=O)Nc1cc(OC)c([N+](=O)[O-])cc1C,-0.8,-5,-4,-0.2,-6,-1,-4,-1,-8
CC(C)(C)c1cc(CCC(=O)NCC2CCCO2)cc(C(C)(C)C)c1O (stereo unspecified),-0.2,-4,-6,-0.8,2,-9,4,1,-17
COc1cc2c(ccc3cc(OC)c(OC)c(O)c32)cc1O,-0.7,-2,9,0.0,-8,-3,-4,-2,-16
CCCCn1c(C(C)NC(=O)CCC)nc2ccccc21 (stereo unspecified),-0.2,1,-3,0.1,9,-11,-2,-7,-8
CS(=O)(=O)c1ccc(N)cc1,-0.3,2,6,-0.7,-1,5,-2,-2,3
CN(C)c1ccc(CNS(=O)(=O)c2ccc3c(c2)C(C)(C)C(=O)N3C)cc1,0.1,3,-15,-0.3,-12,-11,2,-3,2
CCOc1cc(/C=N/Nc2nncc(-c3ccccc3)n2)ccc1O,0.2,11,7,4.0,-4,-8,-6,1,4
CC(C)Cn1cc(Cl)c(=O)n(CC(C)C)c1=O,-1.3,-2,-1,-1.5,12,-1,-15,-7,-11
Cc1cc(C(F)F)nn1CC(=O)NC1C(=O)N2C(C(=O)O)=C(CSc3nnnn3C)CSC12 (stereo unspecified),-0.3,-1,28,0.5,10,-1,-1,-4,3
CC1CCCN(CCC(=O)c2ccccc2)C1 (stereo unspecified),-0.3,0,23,-0.1,12,-10,-4,-13,-6
O=C(CSc1nccc(=O)[nH]1)N1CCc2ccccc2C1,-1.1,4,16,-1.7,5,-4,-3,-9,-3
COc1cc(/C=C2/C(=N)N3N=C(C)SC3=NC2=O)ccc1OS(=O)(=O)c1ccc(C)cc1,-0.1,-3,-6,3.0,-3,4,3,0,10
COc1cc(/C=N/NC(=O)Cc2c[nH]c3ccccc23)cc(OC)c1OC,-0.2,4,-17,0.2,4,2,-2,-5,0
O=C1NC[C@@H](CCCCN2C[C@H](Cc3ccc(O)cc3)N(CCc3ccccc3)C(=O)C2=O)N(Cc2ccccc2)C1=O,0.7,7,x,-0.5,4,-8,-1,-8,18
CC(C)NC(=O)N(C)C[C@H]1Oc2ccc(NC(=O)Nc3ccc(C(F)(F)F)cc3)cc2C(=O)N([C@H](C)CO)C[C@@H]1C,-0.2,4,-12,-0.5,8,-3,-1,-1,22
CCOc1ccc(-c2noc(CCC(N)=O)n2)cc1OCC,-0.6,2,4,-0.1,8,-12,3,-7,-16
COc1cc(C(=O)NCCc2ncccc2C)ccc1OC1CCN(C(C)=O)CC1,0.3,2,1,0.6,12,-2,-1,-3,-2
COc1ccc(NC(=O)C2CCCN(c3nn4c(=O)cc(C)nc4s3)C2)cc1 (stereo unspecified),-0.8,-1,-4,0.7,-11,-7,-2,0,-5
O=C(Nc1ccc2c(c1)OCO2)c1n[nH]c(=O)c2ccccc12,0.2,1,5,0.2,-5,-1,-8,-5,-3
O=C(CN1CCN(Cc2ccccc2)CC1)NCCNc1ccc([N+](=O)[O-])cn1,0.0,-8,7,0.1,9,9,-3,14,10
CN(C(=O)Cn1nc(C(=O)O)c2ccccc2c1=O)C1(C#N)CCCCC1,-0.3,-1,1,-0.1,0,7,-7,-9,1
COc1ccc(Br)cc1/C=N/NC(=O)c1nc(-c2ccccc2)n2c1CCCCC2,-0.5,12,-2,0.1,6,0,-2,24,6
O=C1NC[C@H](CCCCN2CCN(Cc3ccccc3)C(=O)C2=O)N(CCC2CCCCC2)C1=O,-0.7,3,x,-0.8,-11,-2,-1,-8,5
COc1ccccc1CNC(=O)COc1cccnc1[N+](=O)[O-],0.3,2,7,2.1,2,-2,-4,4,13

# Arranged by number of heavy atoms (high to low): part of the list above.
SMILES,Tb MetRS inh,MT1-MMP act inh,MLLE-PAM2 inh,MsrA inh,CendR NRP1 mod,E coli Lon inh,bovine MsrA act,FAS-TE inh,SKN-1 inh
O=C(CN1CCN(Cc2ccccc2)CC1)NCCNc1ccc([N+](=O)[O-])cn1,0.0,-8,7,0.1,9,9,-3,14,10
CN(C(=O)Cn1nc(C(=O)O)c2ccccc2c1=O)C1(C#N)CCCCC1,-0.3,-1,1,-0.1,0,7,-7,-9,1
CCOc1ccc(-c2noc(CCC(N)=O)n2)cc1OCC,-0.6,2,4,-0.1,8,-12,3,-7,-16

# 11 structures already listed, sorted by SMILES length, rising:
SMILES,Tb MetRS inh,MT1-MMP act inh,MLLE-PAM2 inh,MsrA inh,CendR NRP1 mod,E coli Lon inh,bovine MsrA act,FAS-TE inh,SKN-1 inh
CCOc1ccc(-c2noc(CCC(N)=O)n2)cc1OCC,-0.6,2,4,-0.1,8,-12,3,-7,-16
O=C(CSc1nccc(=O)[nH]1)N1CCc2ccccc2C1,-1.1,4,16,-1.7,5,-4,-3,-9,-3
COc1ccccc1CNC(=O)COc1cccnc1[N+](=O)[O-],0.3,2,7,2.1,2,-2,-4,4,13
COc1cc(C(=O)NCCc2ncccc2C)ccc1OC1CCN(C(C)=O)CC1,0.3,2,1,0.6,12,-2,-1,-3,-2
CN(C(=O)Cn1nc(C(=O)O)c2ccccc2c1=O)C1(C#N)CCCCC1,-0.3,-1,1,-0.1,0,7,-7,-9,1
COc1ccc(NC(=O)C2CCCN(c3nn4c(=O)cc(C)nc4s3)C2)cc1 (stereo unspecified),-0.8,-1,-4,0.7,-11,-7,-2,0,-5
COc1ccc(Br)cc1/C=N/NC(=O)c1nc(-c2ccccc2)n2c1CCCCC2,-0.5,12,-2,0.1,6,0,-2,24,6
O=C(CN1CCN(Cc2ccccc2)CC1)NCCNc1ccc([N+](=O)[O-])cn1,0.0,-8,7,0.1,9,9,-3,14,10
O=C1NC[C@H](CCCCN2CCN(Cc3ccccc3)C(=O)C2=O)N(CCC2CCCCC2)C1=O,-0.7,3,x,-0.8,-11,-2,-1,-8,5
COc1cc(/C=C2/C(=N)N3N=C(C)SC3=NC2=O)ccc1OS(=O)(=O)c1ccc(C)cc1,-0.1,-3,-6,3.0,-3,4,3,0,10
O=C1NC[C@@H](CCCCN2C[C@H](Cc3ccc(O)cc3)N(CCc3ccccc3)C(=O)C2=O)N(Cc2ccccc2)C1=O,0.7,7,x,-0.5,4,-8,-1,-8,18

# Further structures follow.
SMILES,Tb MetRS inh,MT1-MMP act inh,MLLE-PAM2 inh,MsrA inh,CendR NRP1 mod,E coli Lon inh,bovine MsrA act,FAS-TE inh,SKN-1 inh
O=C(COc1ccccc1[N+](=O)[O-])N/N=C/c1ccc(OC(=O)c2ccco2)cc1,0.2,2,3,0.9,6,2,-3,8,-8
CCOc1ccc(C(=O)NCC(C)C)cc1,-2.3,6,-13,-0.3,11,3,-5,-5,-29
COc1ccccc1CCc1nnc(CCC(=O)N(C)Cc2ccncc2C)o1,-0.8,-4,-1,1.1,-2,5,-5,-11,-17
C/C(=N/NC(=O)CNC(=O)c1cccnc1)c1ccc([N+](=O)[O-])cc1,0.1,0,0,0.8,0,1,-2,-1,-6
Cc1ccc(CSCCNS(=O)(=O)c2ccc(C)cc2)cc1,0.2,-1,18,0.2,-40,-3,-3,13,12
Cc1ccc(NC(=O)N(C2=NCC(C)S2)c2ccccc2)cc1 (stereo unspecified),0.3,4,-25,-0.5,-2,-3,-1,14,-17
COc1cc(OC)c(C(=O)Nc2ccc(S(=O)(=O)N3CCCCC3)cc2)cc1OC,-0.3,2,-16,-0.2,1,-2,-2,13,-4
CN(C(=O)CSc1nc2ccccc2o1)C1CCCCC1,-0.4,3,13,-0.4,-10,4,-3,1,18
CCN(CC)C(=O)[C@H]1CC(CC(=O)NCCc2ccccn2)C(=O)N2CCc3c([nH]c4ccc(OC)cc34)[C@]12C (stereo partly specified),-2.1,2,-9,1.0,10,-3,-6,-2,-13
O=C(c1ccccc1)N1CCN(c2ccc([N+](=O)[O-])c(NCc3ccco3)c2)CC1,-0.4,2,-5,0.6,5,-5,-11,19,-10
O=C(Nc1cc(C(F)(F)F)ccc1F)C1CCCC1,-0.8,1,-5,-0.5,-3,-2,-6,-1,-10
Cc1cc(Br)ccc1OCCn1ccnc1,0.8,-4,0,1.3,7,4,-5,-11,11
CC(C)n1nnnc1SCC(=O)NC1CCCC1,-0.3,0,-10,-0.3,18,-1,0,-7,8
CCOC(=O)c1sc2cccc(Cl)c2c1N,-0.2,1,16,1.9,6,0,-3,16,19
COc1ccc2c(OC)cc(-c3ccccc3)nc2c1,0.2,-3,3,-0.5,-5,-1,-2,16,19
Cc1nc2nc(SCc3ccccc3)nn2c(C)c1C,-0.3,-2,4,0.3,8,5,0,-2,3
CN(C)c1cccc(NC(=O)NC2(C)CCS(=O)(=O)C2)c1 (stereo unspecified),0.3,-2,-13,0.4,6,-2,-2,-4,9
COc1cc2c(cc1OC)CN(CC(=O)Nc1cccc(C(F)(F)F)c1)CC2,-1.0,1,-3,0.5,-4,-1,-1,6,1
COc1ccccc1Oc1coc2cc(OCC(N)=O)ccc2c1=O,0.3,7,8,0.6,-4,6,-1,-5,1
CCOc1ccc2nc(N3CCCC(C(=O)NCCCN4CC(C)CC(C)C4)C3)sc2c1 (stereo unspecified),0.1,-1,4,-0.1,-19,2,0,-8,-3
COc1ccc(NC(=O)C/C(C)=N/NC(=O)C2CCCCC2)c([N+](=O)[O-])c1,0.0,5,2,0.1,4,3,0,0,10
O=C(CN1CCCC1)Nc1c2c(cc3c1CCC3)CCC2,-1.6,2,-9,0.6,9,-1,-5,-5,7
O=C(CSc1cccc2cccnc12)N1CCCC1,-0.6,7,30,0.9,4,1,-3,-10,4
CN(NS(=O)(=O)c1ccc(F)cc1)c1ncc(C(F)(F)F)cc1Cl,0.2,4,10,-0.6,14,-2,-3,-4,10
CCOc1cc(C(=O)Nc2ccc3c4c(cccc24)C(=O)N3CC)cc(OCC)c1OCC,-0.1,-2,-27,-0.4,-34,-14,-2,-14,6
